Screens deposited in PubChem by several laboratories.
STAT1 inh: reduces IFN-gamma driven STAT1 reporter signal | NIH 3T3 STAT1-luciferase reporter, luminescence | inhibition, % at 5.5 µM | 0.35% of 200,000 active;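 active means inhibition above a set limit, the mean inhibition across all tested compounds plus 3 SD, cut at about 34% in these data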;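 further: 0% = IFN-gamma with DMSO and 100% = IFN-gamma with 300 µM nifuroxazide; values of inactives mirror those of a sister screen read the other way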
Diaphorase act: activates diaphorase or chemically reduces, flagging diaphorase assay artifacts; Diaphorase/resazurin coupled assay, resorufin fluorescence, 16 min; active compounds read high; 1 = vehicle wells, 0 = NADH-free wells; activation factor at 20 µM; 0.005% of 190,000 active; AID 1229;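 active means diaphorase activity raised at least twofold by the compound at 20 µM; inactive means activation factor below 2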
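System – purified diaphorase enzyme from Clostridium kluyveri · Input – enzyme 0.07 U/mL final · Also added – final NADH 0.114 mM, resazurin 0.1 mM · Measured by – fluorescence of resorufin, 544 nm excitation, 590 nm emission · Timing – 16 min enzyme reaction, ambient temperature · Measure – resorufin increase flagging diaphorase activators or reducers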
STAT3 blocker: inhibitors of IL-6 induced STAT3 signaling | AID 862 | 0.89% of 190,000 active | inhibition, % at 5.5 µM | U3A cells, IL-6 STAT3-luciferase reporter, luminescence; host cell line lacks STAT1;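 active means inhibition above the mean inhibition across all screened compounds plus 3 SD, cut at about 44% in these data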;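 further: 0% = DMSO only wells and 100% = 100 µM nifuroxazide control wells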
APP transl inh: APP translation inhibition | SH-SY5Y APP 5'UTR-luciferase reporter, luminescence | inhibition, % at 2 µM | 0.82% of 190,000 active | AID 1285;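 active means inhibition above a set limit, derived from the sample mean plus 3 SD, cut at about 45% in these data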; further: values of inactives mirror those of a sister screen read the other way
Hsp70 activator: Hsp70 transcriptional activation, primary screen. HeLa Hsp70 promoter luciferase reporter, luminescence; scaled: vehicle 0, proteasome-inhibitor control 100%. activation, % at 10 µM. 0.04% of 200,000 active. AID 1203;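 active means activation above the mean across all tested compounds plus 3 SD, cutoff set per campaign, cut at about 5.5% in these data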;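 further: 100% = MG132 at 30 µM as the positive control and 0% = DMSO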
STAT3 act: increases IL-6 driven STAT3 reporter signal; activation (% of control), % at 5.6 µM; U3A cells, IL-6 STAT3-luciferase reporter, luminescence; 100% = signal with IL-6 EC80 alone; 0.91% of 190,000 active;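 active means activation above the screen-wide mean of compound activation plus 3 SD, cut at about 130% in these data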;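 further: 0% = background luminescence of wells with medium and substrate only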
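System – human U3A cells carrying STAT3-luciferase construct · Probe or stimulus – Interleukin-6, 33 ng/mL · Schedule – compound 1 h, then IL-6 6 h at 37 °C · Signal – luminescence from STAT3-driven luciferase reporter · Evaluation – percent of IL-6-only median luminescence · Benchmarks – IL-6-only high control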
G6PDH counter: L. mesenteroides G6PDH inhibition counter-screen; Purified L. mesenteroides G6PDH, diaphorase/resazurin coupled fluorescence, 45 min; inhibition, % at 5 µM; 0.12% of 200,000 active; AID 1020; in the data active means inhibition above about 50%
STAT1 act: activators of IFN-gamma induced STAT1 signaling; activation (% of control), % at 5.5 µM; NIH 3T3 STAT1-luciferase reporter, luminescence; 100% = IFN-gamma alone, no compound; 2.6% of 200,000 active;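 active means activation above the screen-wide mean activation plus 3 SD, cut at about 130% in these data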;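 further: raw ratio to IFN-gamma control signal so 100% means no change and 0% no light; values of inactives mirror those of a sister screen read the other way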
Diaph inh CS: counter-screen for diaphorase-based assays: diaphorase inhibitors and chemical oxidizers | diaphorase resazurin-to-resorufin fluorescence, NADH, 16 min; bacterial (C. kluyveri) enzyme, not human | inhibition, % at 20 µM | 0.69% of 190,000 active | AID 1217;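 active means primary screen inhibition at 20 µM above a set limit, cut at about 50% in these data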;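 further: plate controls were DMSO with full reaction for no effect and wells lacking NADH for full effect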
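Assay system – diaphorase enzyme from Clostridium kluyveri · Amount – diaphorase 0.14 U/mL (working solution) · Times – reaction incubation of 16 min at room temperature · Controls – No-NADH positive control and DMSO neutral control · Signal – resorufin fluorescence 544/590 nm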
TLR4 MyD88 comp: TLR4-MyD88 interaction inhibition in cells; HeLa CL3-4 TLR4/MyD88 BLA complementation, FRET ratio; 0.18% of 200,000 active; inhibition, % at 8.4 µM; in the data active means inhibition above about 25%;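 further: 0% = vehicle and 100% = reference inhibitor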
Starred values were filed as active, the others as inactive.

Assay codes: A = STAT1 inh; B = Diaphorase act; C = STAT3 blocker; D = APP transl inh; E = Hsp70 activator; F = STAT3 act; G = G6PDH counter; H = STAT1 act; I = Diaph inh CS; J = TLR4 MyD88 comp
compound: COc1cc(C)c(C(C)C)cc1S(=O)(=O)N1CCOCC1
  A: -0.3; B: 1; C: 5.5; D: 6.2; E: 0.2; F: 99.0; G: 12.3; H: 98.6; I: 1.7; J: -9.7
compound: O=C(COc1ccccc1Br)NCc1ccco1
  A: -1.7; B: 0.8; C: 8.7; D: -15.8; E: -0.1; F: 93.9; G: 5.1; H: 97.7; I: 23.7; J: -10.6
compound: CCN(CC)CCN(C(=O)c1cccc([N+](=O)[O-])c1)c1nc2ccc(OC)cc2s1
  A: -5.6; B: 0.9; C: 17.7; D: -3.7; E: -0.1; F: 93.9; G: -1.2; H: 104.4; I: 9.6; J: -3.5
compound: CC(=O)c1nc2ccccc2n1S(=O)(=O)c1ccc(Cl)cc1
  A: 6.1; B: 1.1; C: 2.3; D: 0.7; E: 0.1; F: 99.7; G: 9.7; H: 94.4; I: -8.3; J: -8.1
compound: CCOC(=O)N1CCN(C(=O)CN(c2ccc(C)cc2)S(=O)(=O)c2c(C)noc2C)CC1
  A: 2.8; B: 0.8; C: -2.2; D: 10.0; E: 0.0; F: 105.5; G: 29.4; H: 97.4; I: 21.1; J: 1.7
compound: CC(=O)C1=C(O)C(=O)OC1c1ccc(C)cc1 (configuration not stated)
  A: -8.0; B: 0.8; C: -2.4; D: -4.7; E: 0.2; F: 104.0; G: 7.3; H: 105.8; I: 16.7; J: -0.3
compound: O=C(c1ccccc1)N1CCN(C2c3cccc4cccc(c34)C2NS(=O)(=O)c2ccccc2)CC1 (configuration not stated)
  A: -3.8; B: 0.7; C: -12.0; D: -10.4; E: -0.3; F: 112.0; G: 6.9; H: 103.4; I: 34.0; J: -6.2
compound: Cc1ccccc1-c1nc(CS(=O)(=O)CC(=O)NCCCN2CCCC2)c(C)o1
  A: 3.8; B: 0.9; C: -1.2; D: -0.3; E: -0.2; F: 104.9; G: 1.2; H: 96.5; I: 7.7; J: 2.1
compound: O=C(C1CC1c1ccccc1)N1CCN(c2cccc(Cl)c2)CC1 (configuration not stated)
  A: 5.4; B: 0.9; C: 5.0; D: 1.9; E: -0.2; F: 97.3; G: 7.2; H: 95.1; I: 13.8; J: 7.8
compound: CC(C)CC(=O)Nc1ccc(OCC(=O)O)cc1
  A: 4.3; B: 0.9; C: 13.9; D: -13.8; E: 0.1; F: 93.2; G: -6.0; H: 96.1; I: 12.9; J: -4.4

Assay codes: A = STAT1 inh; B = Diaphorase act; C = STAT3 blocker; D = APP transl inh; E = Hsp70 activator; F = STAT3 act; G = G6PDH counter; H = STAT1 act; I = Diaph inh CS; J = TLR4 MyD88 comp
compound: O=C(NNC(=S)Nc1ccc(Cl)c(Cl)c1)c1ccccn1
  A: -16.6; B: 1.1; C: 33.1; D: 30.9; E: -0.3; F: 74.9; G: -9.3; H: 113.4; I: -10.4; J: 10.7
compound: Clc1ccc(-c2csc3ncnc(NCCN4CCOCC4)c23)cc1
  A: 4.6; B: 0.8; C: -4.6; D: 15.7; E: -0.5; F: 103.7; G: -1.4; H: 95.8; I: 22.8; J: 9.3
compound: Cc1ccc(NC(=O)CCN2C(=O)c3cccc4cccc(c34)C2=O)cc1
  A: -3.4; B: 1.2; C: 22.9; D: -0.7; E: -0.1; F: 85.1; G: 11.5; H: 101.2; I: -21.6; J: 6.7
compound: CCOC(=O)Cn1cc(/C=C/[N+](=O)[O-])c2ccccc21
  A: -13.6; B: 1; C: 1.3; D: -6.3; E: 0.0; F: 105.3; G: 17.3; H: 111.5; I: 4.3; J: 4.9
compound: CCOC(=O)c1ccc(NC(=O)NCc2c(C)nn(CC)c2C)cc1
  A: -2.0; B: 0.9; C: 14.0; D: -2.0; E: 0.0; F: 89.9; G: 1.5; H: 100.1; I: 9.5; J: -17.0
compound: COc1cc(C(=O)Nc2nc(OC)c(-c3ccccc3)c(OC)n2)cc(OC)c1OC
  A: 4.2; B: 0.8; C: -3.5; D: 6.1; E: -0.1; F: 106.6; G: 0.1; H: 97.3; I: 17.2; J: -5.3
compound: Cc1ccc(CNC(=O)CSc2nc(C)cc(C)c2C#N)cc1
  A: 6.8; B: 0.7; C: 12.9; D: -0.3; E: -0.3; F: 90.8; G: 2.7; H: 93.8; I: 26.0; J: -9.3
compound: CN(C)C(=S)Nc1ccc2ccccc2c1
  A: 4.3; B: 1; C: 16.5; D: -3.6; E: -0.1; F: 89.6; G: 13.2; H: 96.1; I: -2.8; J: -12.5
compound: CN(C)CCCOc1nc2c(c(=O)n(C)c(=O)n2C)n1C
  A: 0.3; B: 1; C: 7.9; D: -3.8; E: 0.0; F: 96.0; G: 11.5; H: 99.8; I: 2.3; J: -5.8
compound: CCOc1cc(NC(=S)Nc2cccc(OC)c2)c(OCC)cc1NC(=O)C(C)C
  A: 18.7; B: 0.9; C: 24.8; D: -5.5; E: -0.3; F: 84.2; G: 11.6; H: 83.2; I: 14.1; J: -9.8

An excerpt of these results, bar-delimited.
compound | STAT1 inh | Diaphorase act | STAT3 blocker | APP transl inh | Hsp70 activator | STAT3 act | G6PDH counter | STAT1 act | Diaph inh CS | TLR4 MyD88 comp
COc1cc(C(=O)Nc2nc(OC)c(-c3ccccc3)c(OC)n2)cc(OC)c1OC | 4.2 | 0.8 | -3.5 | 6.1 | -0.1 | 106.6 | 0.1 | 97.3 | 17.2 | -5.3
CCOc1cc(NC(=S)Nc2cccc(OC)c2)c(OCC)cc1NC(=O)C(C)C | 18.7 | 0.9 | 24.8 | -5.5 | -0.3 | 84.2 | 11.6 | 83.2 | 14.1 | -9.8
Cc1ccc(NC(=O)CCN2C(=O)c3cccc4cccc(c34)C2=O)cc1 | -3.4 | 1.2 | 22.9 | -0.7 | -0.1 | 85.1 | 11.5 | 101.2 | -21.6 | 6.7
CN(C)C(=S)Nc1ccc2ccccc2c1 | 4.3 | 1 | 16.5 | -3.6 | -0.1 | 89.6 | 13.2 | 96.1 | -2.8 | -12.5
CCOC(=O)Cn1cc(/C=C/[N+](=O)[O-])c2ccccc21 | -13.6 | 1 | 1.3 | -6.3 | 0.0 | 105.3 | 17.3 | 111.5 | 4.3 | 4.9
Clc1ccc(-c2csc3ncnc(NCCN4CCOCC4)c23)cc1 | 4.6 | 0.8 | -4.6 | 15.7 | -0.5 | 103.7 | -1.4 | 95.8 | 22.8 | 9.3
CCOC(=O)c1ccc(NC(=O)NCc2c(C)nn(CC)c2C)cc1 | -2.0 | 0.9 | 14.0 | -2.0 | 0.0 | 89.9 | 1.5 | 100.1 | 9.5 | -17.0

Later entries.
Assay codes: A = STAT1 inh; B = Diaphorase act; C = STAT3 blocker; D = APP transl inh; E = Hsp70 activator; F = STAT3 act; G = G6PDH counter; H = STAT1 act; I = Diaph inh CS; J = TLR4 MyD88 comp
compound: CCn1c(-c2cc(-c3ccc(C)c(C)c3)nc3ccccc23)n[nH]c1=S
  A: -16.4; B: 0.6; C: 1.5; D: -25.6; E: 2.5; F: 100.8; G: 13.3; H: 113.3; I: 40.0; J: -9.8
compound: CNC(=O)C1=C(C)NC(=S)NC1c1cc2c(cc1OC)CCCC2 (configuration not stated)
  A: 2.5; B: 0.8; C: 16.7; D: 15.1; E: -0.3; F: 88.2; G: 7.2; H: 97.8; I: 22.6; J: -11.7
compound: Cc1ccc(S(=O)(=O)N2CCC(C(=O)N[C@@H](Cc3ccccc3)C(=O)O)CC2)cc1
  A: 2.6; B: 0.9; C: -0.5; D: -15.8; E: 0.0; F: 104.2; G: 4.3; H: 97.6; I: 11.9; J: 7.6
compound: O=C1C2C3C=CC(C3)C2C(=O)N1Cc1ccc(CN2C(=O)C3C4C=CC(C4)C3C2=O)cc1 (configuration not stated)
  A: 8.5; B: 0.9; C: 16.7; D: 6.2; E: -0.4; F: 87.5; G: -2.3; H: 92.2; I: 13.0; J: -6.3

The order is random. Share with any hit: about 6.1%.
